SRC3 TRFRET art = counter-screen for PPARgamma SRC-3 recruitment agonists: TR-FRET artefact. PPARgamma/SRC-3 format; active compounds read high. TR-FRET ratio at 8 µM. actives 0.39% (n = 99,000); in the data active = TR-FRET ratio above about 2000; note: inactives centre near 1600; reference of the scale not given here
SRC1 TRFRET art = flags TR-FRET format artefacts in PPARgamma SRC-1 recruitment agonist screen. TR-FRET detection artefact counter-screen, emission ratio; active compounds read high. TR-FRET ratio at 8 µM. actives 0.34% (n = 99,000). AID 1051; in the data active = TR-FRET ratio above about 2300; note: inactives centre near 1800; reference of the scale not given here
* = called active by the depositor.

SMILES	SRC3 TRFRET art	SRC1 TRFRET art
COC(=O)Cc1cc(=O)n2[nH]c(C)nc2n1	1776	1831
Cc1ncc([N+](=O)[O-])n1Cc1ccccc1	1575	1545
CS(=O)(=O)N(CCc1ccccc1)CC(=O)Nc1ccccc1	1456	1628
CC(CO)(CO)NCc1ccc(-c2ccccc2)cc1	1477	1802
Cc1ccc(NC(=S)N(CCN(C)C)C(C)c2cccnc2)cc1 (stereo not drawn)	1489	1728
COc1cccc(NC(=O)CSc2nc3ccccc3c(=O)n2CCCC(=O)NCCCN2CCOCC2)c1	1670	1959
O=C(CNC(=S)N(CCCN1CCOCC1)Cc1cccs1)N1CCOCC1	1627	1802
COc1cc(/C=N/NC(=O)CSc2n[nH]c(=O)[nH]c2=O)cc(OC)c1O	1780	2093
CC(C)NC(=O)COc1ccc(OCc2ccccc2)cc1	1505	1771
O=C(CNc1ccc2c(c1)OCO2)N/N=C\c1cn(Cc2ccccc2)c2ccccc12	1386	1668
Cc1ccccc1N1C(=O)C(Oc2ccc(Cl)cc2)C1CNCCCOC(C)C (stereo not drawn)	1511	1667
COc1ccc(/C=C/C2=CCN(Cc3ccc(OC)cc3)CC2)cc1	1573	2027
CC(C)N(C(=O)CS(=O)(=O)c1ccc(Cl)c(Cl)c1)C(C)C	1633	1717
C/C(=N\NC(=O)c1cc(-c2ccncc2)nc2ccccc12)c1ccc(N2CCOCC2)cc1	1613	1957
COc1ccc(NC(=O)CSc2nc3ccccc3c(=O)n2CCCN2CCC(C)CC2)c(OC)c1	1770	1684
CCOc1ccc(NC(=O)C(c2ccccn2)N(C(=O)CCl)c2ccc(OCC)cc2)cc1 (stereo not drawn)	1461	1654
O=C(CCN1C(=O)/C(=C/c2ccccc2)SC1=S)NNC(=O)c1ccncc1	1405	1813
O=C(c1ccccc1C(=O)N1CCN(c2ccccc2F)CC1)N1CCN(c2ccccc2F)CC1	1365	1683
CCCC(C(=O)NC1CCCC1)N(Cc1cccs1)C(=O)c1snc(C(N)=O)c1N (stereo not drawn)	1585	1608
Cc1cccc(C(=O)c2c(N)sc3c2CCC(C)C3)c1 (stereo not drawn)	1166	1553

Structural class: the entries above containing an NH in an aromatic ring.
SMILES	SRC3 TRFRET art	SRC1 TRFRET art
COC(=O)Cc1cc(=O)n2[nH]c(C)nc2n1	1776	1831
COc1cc(/C=N/NC(=O)CSc2n[nH]c(=O)[nH]c2=O)cc(OC)c1O	1780	2093

Remaining list, next part:
SMILES	SRC3 TRFRET art	SRC1 TRFRET art
O=C(N/N=C\c1cc(Cl)ccc1O)c1ccc(S(=O)(=O)N2CCCCC2)cc1	1765	1958
Nc1nc(-c2ccc(Cl)cc2)nnc1-c1ccc(Br)cc1	3281*	1858
Cc1nnc(SC(C)C#N)n1-c1ccccc1 (stereo not drawn)	1374	1844
S=C(c1ccc(-c2ccc(Cl)c(Cl)c2)o1)N1CCOCC1	1921	2047
CN(C)S(=O)(=O)c1cc(NC(=O)CN2CCN(c3ccccc3)CC2)ccc1Cl	1423	1746
Cc1cccc(C)c1NC(=O)COc1ccccc1C(=O)Nc1ccc(Br)cn1	1497	1686
O=C(Nc1cccc(S(=O)(=O)N2CCCC2)c1)c1ccc2c(c1)OCO2	1823	1977
Cc1ccc(S(=O)(=O)N2CCCCC2)cc1C(=O)OCC(=O)NC(=O)NC12CC3CC(CC(C3)C1)C2	1609	1875
CNCc1ccccc1OCc1ccc(F)cc1	1764	1785
Cc1c(O)c(S(=O)c2ccccc2)c(=O)n(-c2ccccc2)c1-c1ccccc1 (stereo not drawn)	1410	1819
Cc1cc(C)n2cc(COc3ccccc3)nc2n1	1602	1690
CN1C(=O)S/C(=C\c2ccccc2OCc2ccc(C(=O)O)cc2)C1=O	1783	1928
CC(C)CN1CCN(Cc2ccc(C#CC(C)(C)O)cc2)CC1CCO (stereo not drawn)	1607	1830
COc1cccc(N2CCN(C(=S)Nc3cc(C)cc(C)c3)CC2)c1	1558	2020
O=C(Nc1ccc(F)cc1)c1ccc2nc[nH]c2c1	1724	1862
Cc1c(NC(=O)c2cccs2)cccc1-c1nc2ccccc2s1	1735	1791
Cn1ccnc1C(=O)c1ccc(S(=O)(=O)N2CCCC2)cc1	1337	1663
CCCCOc1ccc(/C=C/C2=CC(C)(C)NC(=S)N2)cc1OCC	1593	1899
CC(=O)Nc1ccc(S(=O)(=O)N2CCC(c3nc4ccc(C)cc4[nH]3)CC2)cc1	1597	1816
CN1CCC(OC(=O)Cc2ccc(Cl)cc2)CC1	1767	1761
COc1ccc(C)cc1NC(=S)N1CCN(c2ccccn2)CC1	1557	1864
CCn1cc(C(=O)Nc2ccccc2)c(=O)c2ccc(C)nc21	1449	1622
Cc1cc(C)c(C)c(S(=O)(=O)N2CCN(C)CC2)c1C	1603	2160
CCn1c(SCC(=O)Nc2ccc(Cl)cc2)nnc1C1CC1	1758	1906
C#CCOCCOCCOCCNc1nc(N2CCN(C(=O)[C@H](CCC(=O)O)n3cc(C(N)CC(C)C)nn3)CC2)nc(N2CCN(C(=O)[C@H](Cc3ccc(O)cc3)n3cc(C(N)[C@H](C)CC)nn3)CC2)n1 (stereo partly drawn)	1479	1407
O=C1C2C3C=CC(CO)(O3)C2C(=O)N1c1ccccc1-c1ccccc1 (stereo not drawn)	1270	1528
Cc1ccc(NC(=O)CCn2c(=O)[nH]c3ccsc3c2=O)cc1	1551	1994
O=[N+]([O-])c1ccc2nc(CN3CCCCC3)[nH]c2c1	1535	1958
O=C(Nc1cc(N2CCCCC2)ncn1)c1ccccc1	1734	1362
Cc1cc(N/C=C/C(=O)c2cccs2)ccc1F	1666	1720
CCOc1ccc(C(=O)NCc2ccccc2OC)cc1	1733	1936
Fc1cccc(CN2CCN(Cc3nc(-c4cnccn4)no3)CC2)c1	1409	1781
O=C(CSc1ccccc1)N(c1ccc(Br)cc1)c1nccs1	1588	1689
COc1ccc(C(=O)/C=C/N2CCCCC2)cc1OC	1533	1738
CS(=O)(=O)c1ccc(C(=O)Nc2cc(S(C)(=O)=O)ccc2Cl)cc1	1273	1794
COc1ccc(C)cc1NC(=O)c1cnc2scc(C)n2c1=O	1471	1981
CSc1ccc(/C=N/N2CCN(Cc3ccc(C)cc3C)CC2)cc1	1519	1986
COC(=O)c1ccccc1NC(=O)/C=C/c1ccco1	1633	1889
Cc1nnsc1SCCNC(=O)Nc1ccc(Cl)cc1	1463	1719
O=C(NN=C1C2CC3CC1CC(Cl)(C3)C2)c1ccccn1	1920	1683
CC(=O)NC(=C(Cl)Cl)S(=O)(=O)c1ccccc1	1865	2241
CC(C)(C)NCC(O)COc1ccccc1C(C)(C)C (stereo not drawn)	1498	2001
CCC/C=N/NC(=O)CNC(=O)c1ccccc1Cl	1536	1754
CSCCC(NC(=O)c1cccc(S(=O)(=O)N2CCOCC2)c1)C(=O)Nc1cccc(C)c1 (stereo not drawn)	1688	1684
CCCCCn1c(CCCNC(=O)CC)nc2ccccc21	1508	1701
CCOc1cc(/C=C\[N+](=O)[O-])ccc1OCC(=O)N1CCOCC1	1682	1788
C/C(CC(=O)Nc1ccc(C)c(Cl)c1)=N\NC(=O)Cc1ccccc1	1631	1864
CCCOP(=O)(OCCC)c1nc(-c2ccccc2)oc1NCc1ccccc1	1673	1685
O=C(c1cc(COc2ccc(F)cc2Cl)on1)N1CCCC(c2ccccc2)C1 (stereo not drawn)	1619	1746
CSC(=NC#N)N1CCN(c2ccc([N+](=O)[O-])cc2)CC1	1362	1673
CCOc1ccc2ccccc2c1/C=N/NC(=O)CNC(=O)C(c1ccccc1)c1ccccc1	1745	1719
CCc1ccc(NC(=S)N2CCCC(C(F)(F)F)C2)cc1 (stereo not drawn)	1537	1649
CC(=O)C1=C(O)C(=O)N(c2ccc(O)cc2)C1c1ccc([N+](=O)[O-])cc1 (stereo not drawn)	1593	1660
O=C(Nc1ccc2nc3ccccc3nc2c1)c1ccccc1	1529	1988
O=C(O)Cc1coc2cc3c(cc12)CCC3	1615	1782
CN(C)S(=O)(=O)c1ccc(C(=O)NCc2ccccn2)cc1	1446	1609
CCN(CC)S(=O)(=O)c1cc(C(=O)OCC(=O)c2ccc3c(c2)NC(=O)CO3)ccc1F	1768	1980
O=C(COC(=O)c1ccc(Cl)c([N+](=O)[O-])c1)Nc1ccccc1OC(F)F	1658	1662
COc1ccc(/C=N/Nc2nc(=O)[nH]nc2C)cc1[N+](=O)[O-]	1613	1600
COC(=O)c1ccc(NC(=O)C(=O)N2CCN(C(=S)NCCc3ccccc3)CC2)cc1	1682	1753
Next section:
SMILES	SRC3 TRFRET art	SRC1 TRFRET art
Cc1ccc(-n2nnc(-c3nccn3C)n2)cc1	1620	1574
CC(C)(C)c1ccc(NC(=O)C(=O)C2C(=O)Nc3ccccc32)cc1 (stereo not drawn)	1576	1681
O=c1oc(-c2ccc([N+](=O)[O-])cc2)nc2ccc(O)cc12	1644	1701
CCC(C)(C)NC(=O)Nc1cc(Cl)ccc1OC	1700	1772
COCCCNC(=O)C(=O)NC1CCCCCC1	1564	1682
Cc1ccccc1NC(=O)Nc1ccc(C(F)(F)F)cc1	1631	1770
Cc1ccc(C2C(C#N)=C(N)N(c3cccnc3)C3=C2C(=O)CCC3)s1 (stereo not drawn)	1523	1598
Cc1cccc(C)c1NC(=O)C1c2ccccc2Oc2ccccc21	1420	1611
Cc1c(C)n(Cc2ccccc2)c2ccc(C(=O)OCCCN(C)C)cc12	1731	1911
Cc1ccccc1Nc1nc(N)nc(CSCC(=O)Nc2cccc(Br)c2)n1	1614	1868
CN(Cc1ccccc1)C(=O)COC(=O)c1ccccc1Nc1ccccc1	1828	2099
O=C(Nc1ccc2c(c1)CCC2)c1ccc(F)c(S(=O)(=O)N2CCOCC2)c1	1662	1673
CCn1cc(S(=O)(=O)Nc2ccccc2C(F)(F)F)cn1	1619	1890
Cc1ccc(C2(c3noc(CN4CCOCC4)n3)CCCC2)cc1	1584	1559
CC(=O)Nc1ccc(NC(=S)NC(=O)c2ccc([N+](=O)[O-])cc2)cc1	1458	1421
Cc1ccc(NC(=O)Cn2c(CCC(=O)O)ccc2-c2cccs2)cc1Cl	1484	1902
O=C(NCCCCCCNC(=O)OCCO)OCCO	1468	1711
CCN(CC)C(=O)C1CCCN(c2ccc([N+](=O)[O-])cc2/C=N/NC(=O)c2ccccc2)C1 (stereo not drawn)	1650	1706
C#CCOCCOCCOCCNc1nc(N2CCN(C(=O)C([C@@H](C)CC)n3cc(C(N)Cc4ccc(O)cc4)nn3)CC2)nc(N2CCN(C(=O)[C@H](CCC(=O)O)n3cc(C(N)Cc4ccc(O)cc4)nn3)CC2)n1 (stereo partly drawn)	1655	2020
CCOC(=O)c1[nH]ncc1CN1CCCC(C(=O)c2cc(Cl)ccc2OC)C1 (stereo not drawn)	1322	1670

Two compounds drawn at random from those above:
SMILES	SRC3 TRFRET art	SRC1 TRFRET art
Cc1nnsc1SCCNC(=O)Nc1ccc(Cl)cc1	1463	1719
Cc1c(C)n(Cc2ccccc2)c2ccc(C(=O)OCCCN(C)C)cc12	1731	1911

Later entries.
SMILES	SRC3 TRFRET art	SRC1 TRFRET art
Cc1ccc(Nc2n[nH]c(C)c2[N+](=O)[O-])cc1	1673	1754
CC(C)(C)N(NC(=O)OCc1ccccc1)C(=O)c1ccccc1Cl	1557	1778
CC(C)Cn1c(SCC#N)nc2ccccc2c1=O	1296	1785
CCNC(=O)NC(=O)C(C)OC(=O)Cc1coc2cc3c(cc12)CCC3 (stereo not drawn)	1845	1756
CCN(CC)c1cc(Cl)nc(N)n1	1600	1537
CCc1ccc(NC(=O)C(=O)N/N=C(\C)CC(=O)NCCOC)cc1	1660	1843
C/C(N)=C(/C#N)C(=O)COC(=O)C(c1ccccc1)c1ccccc1	1431	1919
CCOc1cc(N2CCOCC2)c(OCC)cc1NC(=O)c1ccc(OC(C)C)cc1	1573	1694
N#C/C(=C\c1ccc(Cl)s1)C(=O)N1CCN(c2ccccc2)CC1	1613	1748
Fc1ccc(NC(=S)Nc2cccnc2)cc1	1546	1555
Cc1occc1C(=O)NNC(=O)c1ccccc1F	1710	1878
O=C(/C=C/c1cn(-c2ccccc2)nc1-c1cccnc1)NCCN1CCOCC1	1468	1507
O=C(O)c1ccc(N2C(=O)c3[nH]nc(-c4ccccc4)c3C2c2ccccc2)cc1 (stereo not drawn)	1611	1721
CCCn1c(SCC(=O)c2c[nH]c3ccccc23)nnc1-c1ccncc1	1707	1750
Oc1oc(C=Nc2ccc(F)cc2F)c2ccccc12	1558	1563
COC(=O)c1nn(-c2ccccc2)c2nnc(Cc3ccc(C)cc3)c(=O)n12	1460	1872
S=C(NCc1ccco1)Nc1ccccn1	1816	1913
COc1ccc(NC(=O)COC(=O)CNS(=O)(=O)c2ccccc2)cc1OC	1387	1738
COCC(C)n1c(SCc2nc3ccccc3c(=O)[nH]2)nc2ccccc2c1=O (stereo not drawn)	1458	1588
CCN(CC)S(=O)(=O)c1ccc(N2CCCC2)c(NS(=O)(=O)c2ccccc2)c1	1611	1586

Grouped by structure: those above containing a tert-butyl group.
SMILES	SRC3 TRFRET art	SRC1 TRFRET art
CC(C)(C)NCC(O)COc1ccccc1C(C)(C)C (stereo not drawn)	1498	2001
CC(C)(C)c1ccc(NC(=O)C(=O)C2C(=O)Nc3ccccc32)cc1 (stereo not drawn)	1576	1681
CC(C)(C)N(NC(=O)OCc1ccccc1)C(=O)c1ccccc1Cl	1557	1778

The list is partial; the hit share may differ from the screen's.
